Screens: PubChem, several laboratories
ER stress rescue – protection against thapsigargin-triggered cell killing – 384-well, CSM14.1, ATP luminescence, primary screen (AID 1222); CSM14.1 thapsigargin-induced death rescue, ATP luminescence; higher % means a stronger effect; one-dose cellular ATP content (survival), % at 20 µM; EC50 in µM for titrated hits; 190,000 tested, under 10 active;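 active = EC50 below 50 µM in the dose-response confirmation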;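 note: death triggered by thapsigargin at about 15 µM added after 2 h compound pretreatment; cell ATP read after overnight thapsigargin exposure of roughly 18 to 22 hours; normalized against plate controls of thapsigargin alone and 5% DMSO vehicle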
PhoP inhibition – inhibitors of PhoP regulon expression, primary screen, Salmonella Typhimurium, GFP reporter (AID 1863). inhibition, % at 50 µM; hits with a dose series show IC50 in µM. actives 0.16% (n = 300,000). S. Typhimurium PhoP-regulated promoter GFP reporter, 4 h; higher % means a stronger effect;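 active = inhibition over 29.93%, a cutoff 3 SD above the screen mean, later confirmed by dose response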;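 note: 0% = low Mg2+ inducing control and 100% = high Mg2+ repressing control; strong numbers were not always called active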
Dynein transport – blocks dynein driven cargo transport along microtubules; AID 1381; actives 0.47% (n = 220,000); z-score, hits read low; 3617.4 mouse cells, GR-EGFP nuclear translocation imaging; test concentration mostly 20 µM; stimulated with dexamethasone, 1 µM; active compounds read low;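 active = plate z-score of nuclear minus cytoplasmic receptor signal below a set negative limit, without overly bright fluorescence or cell loss, cut at about -3.5 in these data, passing the limit was not always enough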;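 note: z-score of nuclear minus cytoplasmic ring GR-EGFP intensity difference per well; some compounds called inactive have numbers as strong as hits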
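Buffer or medium: Induction medium lacking tetracycline, stripped serum | Also added: Dexamethasone agonist, 1.0 µM final, for 30 min | Timing: 48 h induction, 1 h compound, 30 min dex at 37 °C | Detection: Formaldehyde fixation, Hoechst nuclear stain, 10x automated fluorescence imaging | Measure: Nuclear versus cytoplasmic GR-EGFP signal, averaged per well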
Autophagy HCS – alters autophagy in cells. MEF GFP-LC3 puncta imaging; test concentration mostly 10 µM. calls only at 10 µM (by protocol). actives 0.98% (n = 190,000);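 active = percentage of spot-positive cells more than 3 SD above its plate mean, without a fluorescence outlier flag or 80% toxicity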;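 note: spot-positive cell cutoff set from DMSO-treated cells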
T cell HTS – T cell immune modulators affecting CD8 T cell-vesicle binding; 2C CD8+ T cell-vesicle binding, flow cytometry; active compounds read low; calls only at 7 µM; actives 0.068% (n = 330,000); AID 2052;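 active = response, share of CD8 T cells binding vesicles, and their 90th percentile fluorescence all below set limits, cut at about 80% in these data, passing the limit was not always enough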
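Assay system – 2C mouse CD8+ T cells · Also added – QL9-loaded Drosophila micro-vesicles · Timing – Cell–vesicle co-incubation 1.5 h at 37 °C, staining 20 min on ice · Signal – flow cytometry of vesicle-bound cells · Measure – percent CD8+ FL2 mean versus row control · Controls – Peptide-free naked vesicles (low) and QL9 vesicles with 0.7% DMSO vehicle (high)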
MT stabilizer – stabilizes microtubules in HeLa cells | % tubulin-high responders, % at 10 µM | HeLa tubulin immunostaining HCS, 24 h; share of cells brighter than vehicle mean+2SD | actives 0.83% (n = 200,000);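 active = plate Z-score above 3 for both tubulin-high and condensed-nucleus cell shares, with cell loss under 80%, at 10 µM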;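 note: anti alpha tubulin signal scored within the nucleus-defined area of each cell; some results filed as inactive read as strong as hits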
Lipid droplet – hepatic lipid droplet formation modulation. AML12 mouse hepatocytes, oleate lipid droplets, BODIPY imaging. AID 1656. actives 0.4% (n = 240,000). inhibition, % at 6.5 µM;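 active = lipid droplet intensity inhibited by at least 50%, with more than 500 cells counted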
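Test system: AML12 mouse liver cells; schedule: overnight exposure; technique: high-content imaging of BODIPY-stained droplets and DAPI nuclei; read-out: % inhibition of corrected integrated BODIPY droplet signal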
Ins promoter up – MIN6 insulin promoter up-regulation; MIN6 insulin promoter-GFP reporter, high-content imaging; active compounds read high; z-score at 5 µM; AID 1625; actives 0.3% (n = 190,000);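 active = z-score above 3 at 5 µM with at least 500 cells counted in the well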
b-catenin transl – modulators of beta-catenin nuclear translocation | AID 1665 | HeLa beta-catenin nuclear translocation, immunofluorescence imaging | actives 0.3% (n = 190,000) | nuclear translocation activity, % at 5 µM;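 active = nuclear translocation activity above 50% at 5 µM, with a well cell count of 50 or more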;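 note: per-cell ratio of nuclear to cytoplasmic median beta-catenin stain intensity; plate controls were DMSO negative control for no effect and GSK-3 inhibitor IX positive control for full effect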
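Test system: HeLa cells, endogenous beta-catenin; Compound: single 5 µM dose plus 0.02–20 µM confirmation series; Times: compound exposure 24 h at 37°C; Signal: fluorescence imaging of beta-catenin antibody stain plus DAPI; Read-out: % activation, nuclear-to-cytoplasmic median beta-catenin signal ratio per cell.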
Dynein transport cytoplasmic EGFP – recorded beside Dynein transport, whose call it bears; z-score; measured here: cytoplasmic GR-EGFP intensity; active compounds read high
Dynein transport nuclear GR-EGFP – recorded beside Dynein transport, whose call it bears; z-score; measured here: nuclear GR-EGFP intensity;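 lower value marks the stronger effect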
Dynein transport cell count – second read-out of Dynein transport, no call of its own (marks repeat the call); z-score; measured here: cell count per field
Ins promoter up cell count – also measured in Ins promoter up; calls as there; cell count; measured here: cytotoxicity, nuclei count;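 total cells summed across four imaged fields per well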
Lipid droplet cells 6.5 µM – recorded beside Lipid droplet, whose call it bears; cell count; measured here: cell count, cytotoxicity flag;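 cells counted across two imaged fields per well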
b-catenin transl cell count 5 µM – also measured in b-catenin transl; calls as there; cell count; measured here: cell count, cytotoxicity flag
T cell HTS vesicle-bound % – further read-out of T cell HTS, marked with its call; double positive events, %; measured here: CD8+ vesicle-bound cell fraction;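 binding gate set so that unloaded-vesicle control wells show 10% double positive cells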
MT stabilizer Hoechst-high % – recorded beside MT stabilizer, whose call it bears; % Hoechst-high responders; measured here: nuclear condensation Hoechst responders;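 share of cells brighter than vehicle mean plus two SD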
MT stabilizer cytotoxicity % – second read-out of MT stabilizer, no call of its own (marks repeat the call); toxicity, %; measured here: cytotoxicity by cell density;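 0% = mean cell density of plate MIN control wells and 100% = no cells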
Autophagy HCS cell loss 18 h – also measured in Autophagy HCS; calls as there; toxicity, %; measured here: cell loss, nuclei count;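 cell loss after 18 h compound exposure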
Numbers without * were called inactive; i = inactive; nt = no result given.

SMILES | ER stress rescue | PhoP inhibition | Dynein transport | Dynein transport cytoplasmic EGFP | Dynein transport nuclear GR-EGFP | Dynein transport cell count | Autophagy HCS | Autophagy HCS cell loss 18 h | T cell HTS | T cell HTS vesicle-bound % | MT stabilizer | MT stabilizer Hoechst-high % | MT stabilizer cytotoxicity % | Lipid droplet | Lipid droplet cells 6.5 µM | Ins promoter up | Ins promoter up cell count | b-catenin transl | b-catenin transl cell count 5 µM
Cc1ccc(NCc2nnc(SCC#N)o2)c(C)c1 | 0.3% | 4% | -0.85 | -0.23 | -0.39 | 1.4 | i | -2 | i | 58 | 2.6 | 2.5 | 6.1 | 10 | 785 | 0.25 | 1193 | -2.8 | 1246
Cc1ccccc1/C=C/c1nc2ccccc2c(=O)n1Cc1ccccc1 | -0.3% | -1% | 0.13 | -0.25 | 0.033 | 0.017 | i | 39 | i | 31 | 2.2 | 3.1 | 0.2 | -22 | 657 | -0.7 | 1264 | 2.5 | 520
CC1CCN(S(=O)(=O)c2ccc3[nH]c(=O)cc(C(=O)O)c3c2)CC1 | -0.7% | -4% | -1 | -0.22 | -0.49 | -0.48 | i | -7 | i | 48 | 2.6 | 2.8 | 5.6 | 21 | 692 | 0.39 | 1266 | nt | nt
CN(C)N=C1c2cc(S(=O)(=O)N3CCOCC3)ccc2-c2ccc(S(=O)(=O)N3CCOCC3)cc21 | 0.6% | 10% | 0.81 | -0.26 | 0.13 | 0.26 | i | -6 | i | 7 | 3.4 | 2.3 | 6.2 | -15 | 606 | 1.3 | 1454 | 1.4 | 1095
CCOC(=O)c1nnn2c1nc(N1CCCCC1)c1ccccc12 | nt | -8% | 0.71 | -0.26 | 0.3 | -0.67 | nt | nt | i | 31 | nt | nt | nt | -10 | 669 | -0.14 | 1148 | -0.9 | 1313
CCN(CC(=O)Nc1ccc(NC(C)=O)cc1)CC(=O)Nc1ccc(F)c(Cl)c1 | 0.7% | 5% | -0.92 | -0.21 | -0.49 | 0.91 | i | -1 | i | 26 | 2.6 | 1.5 | 2.4 | -5 | 713 | -0.58 | 1194 | -1.5 | 1071
COc1cccc(C(=O)Cn2c(=O)n(CCC(=O)NCC3CCCO3)c(=O)c3cc(OC)c(OC)cc32)c1 (stereo unspecified) | 2.9% | -1% | -0.19 | -0.35 | 0.57 | 0.34 | i | 9 | i | 49 | 6.4 | 1.6 | 5.1 | 3 | 696 | -1.7 | 1199 | -2.3 | 1057
CCCOc1ccc(Br)cc1/C=N/O | -2.6% | 15% | -0.74 | -0.26 | -0.24 | 0.25 | i | 34 | i | 2 | 1.2 | 1.2 | 2.4 | -3 | 806 | 1.5 | 1145 | 7.3 | 1142
CCn1c(SCC(=O)NCc2ccc(F)cc2)nc2c(c1=O)SC(C)C2 (stereo unspecified) | nt | 3% | -0.048 | -0.15 | 0.091 | 0.022 | i | 11 | i | 24 | 2.1 | 0.7 | 4.6 | -6 | 628 | -0.71 | 1345 | 1.1 | 1108
CC(=O)n1cc([C@H]2C=C(C(=O)N3CCOCC3)O[C@@H](OCc3ccc(CO)cc3)C2)c2ccccc21 | -2.6% | -3% | -0.82 | -0.23 | -0.15 | -0.27 | i | 0 | i | 23 | 3.7 | 1.3 | 4.9 | 4 | 640 | -1 | 1122 | -2.5 | 1187
O=S1(=O)CCN(OCc2ccc(F)cc2Cl)CC1 | nt | -1% | -0.25 | -0.34 | -0.22 | 0.41 | i | 2 | i | 16 | 1.7 | 2.5 | 2.6 | 27 | 719 | -0.04 | 1322 | -1.5 | 1127
CC(Cc1cccs1)NC(=O)c1cccs1 (stereo unspecified) | -0.6% | 2% | 0.057 | -0.3 | 0.46 | 0.38 | i | 17 | i | 60 | 4.4 | 1.2 | 22 | 6 | 666 | -0.74 | 1343 | -0.7 | 1065
COC(=O)c1[nH]c2cc(OC)ccc2c1NC(=O)CCN1CCSCC1 | 0.9% | 7% | -0.89 | -0.2 | -0.43 | 0.74 | i | 2 | i | 62 | 2.9 | 1.0 | 3.6 | nt | nt | -0.56 | 1551 | -0.8 | 1203
COc1ccc(C(=O)CCC(=O)N2CCN(c3ccc(N4CCOCC4)nn3)CC2)cc1 | -0.8% | -7% | 1.3 | -0.22 | 0.84 | -0.32 | i | -21 | i | 33 | 4.3 | 3.2 | 11 | nt | nt | 0.97 | 787 | nt | nt
O=C(CN1CCN(c2ccccc2)CC1)N/N=C/c1cccc(F)c1 | -2.0% | -9% | -0.58 | -0.28 | -0.42 | 0.072 | i | -7 | i | 42 | 2.6 | 2.5 | 8.8 | 16 | 665 | 0.11 | 1285 | 0.4 | 516
CCN(CC)S(=O)(=O)c1cc(C(=O)Nc2ccccc2C(=O)O)ccc1OC | 10% | 2% | -0.74 | -0.38 | -0.57 | 0.59 | i | 0 | i | 17 | 3.0 | 1.5 | 5.6 | nt | nt | -0.26 | 1555 | -1.2 | 1359
COc1ccc(-n2cc(CN(C)Cc3n[nH]c(=O)[nH]3)c(-c3cccc(F)c3)n2)cc1 | -0.1% | 3% | -0.62 | -0.32 | -0.48 | 0.93 | i | 7 | i | 5 | 1.6 | 0.9 | 7.4 | -10 | 681 | 1.6 | 1473 | 0.7 | 1028
COc1ccc(CCNC(=O)Cn2cnc3c(cnn3-c3ccccc3Cl)c2=O)cc1OC | 1.7% | -1% | 1.7 | -0.18 | 0.6 | -0.89 | i | 23 | nt | nt | 4.9 | 1.6 | 0.3 | nt | nt | -0.74 | 1059 | -3.4 | 905
COc1ccccc1N1C(=O)CSC1=NC(=O)c1ccccc1 | nt | -3% | -1.6 | 0.74 | -0.72 | 0.87 | nt | nt | i | 54 | nt | nt | nt | -5 | 720 | 2.8 | 1377 | -2.8 | 1044
COc1ccccc1NC(=O)Cc1noc(CSc2cccc[n+]2[O-])n1 | 2.1% | 0% | -0.35 | -0.24 | 0.4 | 0.092 | i | -7 | i | 44 | 2.6 | 1.5 | 4.6 | 1 | 804 | -0.45 | 862 | 0.3 | 1208
CC1CCCCN1C(=O)CN1C(=O)CN(C)C(=O)c2ccccc21 (stereo unspecified) | -0.3% | 6% | 0.066 | -0.2 | 0.36 | -0.55 | i | -1 | i | 40 | 2.6 | 2.7 | 8.5 | nt | nt | 1.9 | 918 | -0.1 | 1216
CCOC(=O)CNC(=O)COc1ccc(Cl)cc1Br | -1.2% | -1% | -0.33 | -0.25 | -0.2 | 0.4 | i | -7 | i | 31 | 1.7 | 2.3 | 5.2 | 13 | 712 | 0.37 | 1236 | nt | nt
CCOC(=O)N1CCC(Nc2c(NCCCN(CC)c3cccc(C)c3)c(=O)c2=O)CC1 | -1.9% | 11% | 0.2 | -0.026 | 0.38 | -1 | i | -4 | i | 7 | 7.8 | 1.7 | 5.0 | nt | nt | -0.64 | 841 | nt | nt
CN1C(C)(C)CC(NC(=O)CCC(=O)NC2CC(C)(C)N(C)C(C)(C)C2)CC1(C)C | nt | nt | -0.0016 | -0.26 | -0.2 | -0.43 | i | -4 | i | 28 | 2.6 | 2.1 | 8.6 | nt | nt | nt | nt | nt | nt
COCCCn1c2nc3ccccc3nc2c2c(=O)n(Cc3cccs3)cnc21 | -1.6% | 12% | 1.3 | -0.23 | -0.47 | 0.28 | i | 3 | i | 34 | 2.1 | 1.5 | 1.1 | nt | nt | 0.14 | 1544 | 1.1 | 1392
Cc1nnc(SCC(=O)Nc2ccccc2NC(=O)CSc2nnc(C)s2)s1 | 0.8% | 1% | -0.65 | -0.2 | -0.055 | -0.037 | i | -6 | i | 44 | 4.2 | 1.1 | 56 | 3 | 703 | -0.15 | 1234 | -7.5 | 1178
O=S(=O)(O)c1nc2ccccc2[nH]1 | nt | -2% | 0.5 | 0.68 | 0.83 | -1.1 | nt | nt | i | 14 | nt | nt | nt | 2 | 740 | 0.33 | 1150 | -0.3 | 1272
O=C(O)c1ccc(NC(=O)c2cn(-c3ccccc3)nc2-c2ccc(Cl)cc2)cc1 | -0.6% | -4% | -1.1 | -0.31 | -0.34 | 0.98 | i | 1 | i | 18 | 9.0 | 1.8 | 10 | 4 | 686 | -0.1 | 1195 | -3.2 | 1129
CC(=O)c1cc(CN2CCC(N3CCC(C(=O)N4CCCC4)CC3)CC2)cs1 | 1.0% | -2% | 0.94 | -0.14 | 0.19 | -0.27 | i | 2 | i | 44 | 1.2 | 4.5 | 3.5 | 7 | 643 | -0.88 | 1653 | 0.4 | 1484
COc1cccc(C(=O)NCCC2=CCCCC2)c1 | 0.1% | 10% | -0.55 | -0.28 | -0.24 | 0.52 | i | -6 | i | 47 | 1.5 | 1.8 | 5.9 | 1 | 815 | 0.26 | 973 | -4.3 | 1023

Single values from the list.
Ins promoter up cell count result of CCCOc1ccc(Br)cc1/C=N/O is entered as 1145
Dynein transport cell count result of CCN(CC)S(=O)(=O)c1cc(C(=O)Nc2ccccc2C(=O)O)ccc1OC is entered as 0.59
